HCMV antiviral: human cytomegalovirus inhibition. AID 1259415. HFF cells, HCMV-luciferase reporter, 72 h; stronger effect = lower value. activity change, negative = inhibition, % at 57.5 µM. 410,000 compounds, 4.5% hits; in the data active = activity change below about -60%; inconclusive = no clear call, values can overlap the other calls; inactive = above about -39%
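HFF cells seeded 16 h at 37C, treated with compounds, infected with luciferase-reporter HCMV at MOI 1 PFU/cell; luciferase read at 72 h post infection, normalized to buffer-only and Salinomycin controls.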
Sm TGR inh: inhibitors of Schistosoma mansoni thioredoxin glutathione reductase | purified TGR, DTNB reduction, TNB absorbance 405 nm | Potency, µM (doses to about 114 µM), inactives show at the top dose activity change, negative = inhibition, actives largely listed as inhibitors | 360,000 compounds, 3% hits | AID 485364; also: potency is read from the fitted curve at half-maximal effect; nearly all actives have a fitted effect of over 60% in size
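First, TGR (20 nM dispensed) and NADPH were mixed with compound. Second, a 15 min room-temperature incubation followed. Third, further NADPH and then DTNB were added to start the reaction. Finally, TNB absorbance was monitored kinetically.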
AMA1-RON2 inh: AMA1-RON2 (P. falciparum) interaction inhibition; AlphaScreen AMA1-biotinylated RON2 peptide binding; Potency, µM (doses to about 58.2 µM), without a hit: at the top dose activity change, negative = inhibition, hits mostly inhibitors; 360,000 compounds, 0.2% hits; AID 720542;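 also: potency is read from the fitted curve at half-maximal effect; 0% = vehicle wells and -100% = peptide control; nearly all actives have a fitted effect of over 45% in size; some results filed as inactive show a strong effect at the top dose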
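AMA1 (3D7) with his tag at 25 nM final met compounds first, then biotinylated RON2 peptide at 25 nM; detection used donor plus acceptor beads, 10 µg/mL apiece, read by AlphaScreen after 30 min at room temperature.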
AmpC detergent: AmpC beta-lactamase inhibition with detergent present; P00811; AmpC hydrolysis of nitrocefin, absorbance 480 nm, 0.01% Triton; Potency, µM (top dose mostly 114 µM), for the others: at the highest dose activity change, negative = inhibition, usual class: inhibitors; 370,000 compounds, 0.041% hits; AID 485294;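 also: potency is read from the fitted curve at half-maximal effect; 0% = no-compound wells and -100% = no-enzyme wells; nearly all actives have a fitted effect of over 25% in size; some results filed as inactive show a strong effect at the top dose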
Target sequence (P00811 whole entry, looked up): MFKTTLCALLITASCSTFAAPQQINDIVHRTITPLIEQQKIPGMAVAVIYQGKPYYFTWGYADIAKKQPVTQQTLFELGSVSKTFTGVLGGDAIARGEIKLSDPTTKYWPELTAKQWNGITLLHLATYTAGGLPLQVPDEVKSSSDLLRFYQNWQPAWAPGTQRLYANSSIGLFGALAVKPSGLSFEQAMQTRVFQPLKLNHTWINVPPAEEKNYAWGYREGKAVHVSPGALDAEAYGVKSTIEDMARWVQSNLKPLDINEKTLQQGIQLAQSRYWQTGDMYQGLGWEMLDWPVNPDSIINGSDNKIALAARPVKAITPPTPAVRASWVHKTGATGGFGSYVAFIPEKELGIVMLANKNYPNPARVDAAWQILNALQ
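AmpC (5.3 nM in the dispensed reagent) in 20 mM phosphate pH 7.0 with 0.01% (detergent screen) or 0.0001% Triton X-100 was preincubated with compounds for 15 min at room temperature. Nitrocefin was then added from an 800 uM solution, and hydrolysis was followed at 480 nm.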
AmpC no deterg: AmpC beta-lactamase inhibition without detergent. AmpC nitrocefin hydrolysis, absorbance 480 nm, 0.0001% Triton. Potency, µM (highest dose often 57.1 µM), for the others: top-dose activity change, negative = inhibition, most hits filed as inhibitors. 330,000 compounds, 0.52% hits;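 also: potency is read from the fitted curve at half-maximal effect; plate controls were no compound for no effect and no enzyme for full effect; nearly all actives have a fitted effect of over 20% in size; some results filed as inactive show a strong effect at the top dose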
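AmpC (5.3 nM in the dispensed reagent) in 20 mM phosphate pH 7.0 with 0.01% (detergent screen) or 0.0001% Triton X-100 was preincubated with compounds for 15 min at room temperature. Nitrocefin was then added from an 800 uM solution, and hydrolysis was followed at 480 nm.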
FBPA Giardia inh: blocks Giardia fructose-bisphosphate aldolase activity; purified Giardia FBPA; 290,000 compounds, 0.71% hits; AID 2451; Potency, µM (series often up to 59.6 µM), for the others: top-dose activity, negative = inhibition, usual class: inhibitors; A8B2U2; also: potency is read from the fitted curve at half-maximal effect; nearly all actives have a fitted effect of over 55% in size
Target sequence (A8B2U2 whole entry, looked up): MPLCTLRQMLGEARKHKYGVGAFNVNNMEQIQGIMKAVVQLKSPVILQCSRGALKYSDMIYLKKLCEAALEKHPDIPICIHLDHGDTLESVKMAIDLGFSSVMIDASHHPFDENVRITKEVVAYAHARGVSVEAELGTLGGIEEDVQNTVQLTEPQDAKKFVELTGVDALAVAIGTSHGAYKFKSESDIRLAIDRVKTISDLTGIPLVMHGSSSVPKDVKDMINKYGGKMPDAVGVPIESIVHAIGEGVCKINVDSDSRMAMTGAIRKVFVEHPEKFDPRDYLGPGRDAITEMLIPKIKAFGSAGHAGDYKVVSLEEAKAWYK
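Giardia FBPA (40 nM reagent) was preincubated 10 min at RT with compound (up to 57.5 uM final), then substrate plus GAPDH/TPI/NAD/arsenate coupling system with diaphorase/resazurin was added; resorufin fluorescence (525/598 nm) was read after 20 min.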
Starred values were filed as active, the others as inactive; ? = inconclusive; . = not tested or not shown; & = joins results of further samples; [ ] = another dose, or the depositor's remark. Unless noted, calls follow the shape of the dose curve; as a rule, active = well fitted curve in the direction sought with a large enough effect; inconclusive = small, poorly fitted or top-dose-only effect, or another doubt; inactive = no such curve, though single readings can be large; an effect the other way counts as inactive or inconclusive. Unless noted, % is scaled to controls: 0 for no effect and ±100 for the full control effect.

SMILES	HCMV antiviral	Sm TGR inh	AMA1-RON2 inh	AmpC detergent	AmpC no deterg	FBPA Giardia inh
COCCn1c(=O)[nH]c2cc(C(=O)NCCc3ccc(OC)c(OC)c3)ccc2c1=O	-34	4%	-10%	?	4%	12%
Cc1cccc(NC(=O)c2ccc3c(c2)CCN3S(C)(=O)=O)c1C	28	0%	-2%	-9%	-3%	0%
Cc1ccccc1NS(=O)(=O)c1ccc(C(=O)OCC(=O)NCC(C)C)cc1	-27	4%	-24%	3%	6%	-2%
COc1ccc(Cc2nnc(Nc3c(C)cccc3C)o2)cc1OC	18	6%	5%	4%	-9%	2%
CC(=O)c1ccc(N2CCN(C(=O)CCC(=O)Nc3ccc4nc(N5CCN(C)CC5)cc(C)c4c3)CC2)cc1	1	-12%	-14%	2%	98%[activator]	4%
CCC(C)NC(=O)C1c2cc(OC)c(OC)cc2C(=O)N(C)C1c1cccs1 (stereo unspecified)	-7	-16%	1%	-3%	3%	4%
O=C1Nc2ccccc2Oc2cc([N+](=O)[O-])cc(Oc3ccccc3)c21	-15	-30%	-19%	-9%	?	5%
COCCN(C(=O)CN1CCN(S(=O)(=O)c2ccc(F)cc2)CC1)c1c(N)n(Cc2ccccc2)c(=O)[nH]c1=O	0	0%	-15%	?	-1%	6%
Cc1ccc2oc(-c3ccc(NC(=O)c4cccnc4)cc3)nc2c1	102	4%	-20%	1%	82%[activator]	3%
Cc1cccc2c1CC(C)(C)N=C2C1=C(O)CC(C)(C)CC1=O	22	1%	10%	4%	11%	3%
Cc1cc(=O)n2[nH]c(-c3ccsc3-n3c(C)ccc3C)cc2n1	-17	20µM*	-21%	-8%	-8%	?
COc1ccc(OC)c(NC(=O)c2cc(OC(C)=O)cc(C(=O)Nc3cc(OC)ccc3OC)c2)c1	?	-14%	2%	?	67%[activator]	5%
CCOc1ccc(C(=O)COC(=O)c2cc([N+](=O)[O-])ccc2N2CCOCC2)cc1	?	7%	-15%	-21%	0%	.
FC(F)(F)c1cnc(NNC(=S)Nc2ccc(Cl)cc2)c(Cl)c1	-99*	-13%	13%	-7%	-40%	0%
CCN(CCCNC(=O)c1cc2c(=O)n(C)c3ccccc3c2s1)Cc1ccccc1	7	-19%	.	6%	.	.
Cc1cc(Sc2ncnc(N)c2[N+](=O)[O-])ncn1	.	0.89µM*	61%[activator]	-10%	-31%	?
CCCC(=O)NC1=C(C#N)C2(CCCCC2)Cc2ccccc21	-30	4%	10%	-4%	2%	-22%
CNC(=S)NNC(=O)Cn1ccc(C)n1	-2	-22%	50%[activator]	-8%	.	5%
N/C(=N\OC(=O)c1ccccc1Br)c1ccc([N+](=O)[O-])cc1	36	?	-10%	-29%	-9%	3%
Cc1ccc(NC(=O)c2cc(-c3ccccc3)n[nH]2)cc1	-3	-24%	0%	?	-17%	-7%
Clc1ccc(C(c2nnnn2C2CCCC2)N2CCSCC2)cc1 (stereo unspecified)	-40	2%	-7%	-5%	-7%	-1%
CCn1c(C(=O)NCCc2ccc(OC)c(OC)c2)cc2sc(Cl)cc21	?	-4%	.	-6%	.	.
Cc1ccc(-n2nc(CO)c(C(=O)NCc3ccccn3)n2)cc1	46	6%	.	21%	.	.
CCN(C(=O)c1cc(S(=O)(=O)N2CCCC2)cn1C)c1ccc(OC)cc1	-33	5%	.	24%	.	.
O=C(Nc1ccc2c(c1)OCO2)C1CC(=O)N(c2ccc3c(c2)OCCO3)C1 (stereo unspecified)	0	-6%	1%	-2%	-35%	0%
Cc1cccnc1Nc1nc(-c2ccc(O)c(O)c2)cs1	7	?	-11%	-2%	-39%	10µM*
COc1ccc(S(=O)(=O)N(CC(C)C)CC(C)C)c2cccnc12	5	6%	-6%	-6%	87%[activator]	0%
O=C(O)CSCC(=O)Nc1ccc(Cl)cc1C(F)(F)F	-2	.	?	4%	-14%	8%
CCOc1ccc(CN2CCN(Cc3cnn(CC)c3C)CC2CCO)cc1 (stereo unspecified)	27	1%	-2%	-11%	1%	10%
O=C(Nc1ccccc1C(=O)O)c1ccc(NC(=O)C2CCCO2)cc1 (stereo unspecified)	43	4%	-13%	2%	-29%	.
O=S(=O)(c1ccc2c(c1)OCCO2)N1CCN(c2ncnc3sccc23)CC1	-91*	-6%	-10%	-1%	-20%	2%
CCN(CC(=O)NCc1cccs1)C(=O)c1cccc(Cl)c1	-22	.	0%	.	-13%	.
O=C(CCCn1c(SCC(=O)c2ccc(O)c(O)c2)nc2ccccc2c1=O)NCC1CCCO1 (stereo unspecified)	-20	0%	-3%	2%	-20%	?
COc1ccc(C)cc1S(=O)(=O)N(CC(=O)Nc1cc([N+](=O)[O-])ccc1C)c1ccc(C)c(C)c1	-12	-3%	-5%	-9%	-18%	1%
c1ccc(-c2cccc(-c3ccccn3)n2)nc1	-101*	13%	-88%	-3%	-11%	7.9µM*
O=C(Nc1cccc(-c2ccc(N3CCOCC3)nn2)c1)c1ccc(F)cc1F	25	0%	-15%	6%	-11%	.
CCN(Cc1ccccc1)C(=O)c1[nH]c2ccc(OC)cc2c1C	-18	14%	8%	4%	-10%	11%
O=C(NC1CCCC1)c1nc2c(nnn2Cc2ccccc2Cl)c(=O)[nH]1	-25	0%	38%[activator]	-7%	-21%	-1%
Cc1ccc2oc(=O)c3cc(C(=O)NCCCN4CCc5ccccc5C4)sc3c2c1	11	-20%	-9%	?	-23%	-6%
Cc1cc(CN2CCC(n3nccc3NC(=O)c3ccccc3C)CC2)n[nH]1	-3	2%	43%[activator]	-6%	-4%	-1%
COc1cc(NC(N)=S)c(OC)cc1Cl	3	20%	-7%	?	-10%	-14%
O=C(c1ccc(F)cc1)N1CCC(N2CCOCC2)CC1	-6	5%	15%	?	-20%	-4%
CCc1ccc(NC(=O)Cn2nnc(C(=O)NCCc3ccccc3)c2N)cc1	0	0%	.	-1%	.	.
c1cncc(COC2CCCN(Cc3nc(-c4cccs4)no3)C2)c1 (stereo unspecified)	12	5%	4%	5%	25%	-4%
CCOc1cc2[nH]c(=S)n(CCCCC(=O)NCc3ccco3)c(=O)c2cc1OCC	53	0%	70%[activator]	-2%	-9%	4%
COc1ccc(C2=Nn3c(nnc3C3CCCCC3)SC2)cc1OC	-39	-8%	-5%	5%	51%	7%
CCc1ccccc1NC(=O)C1CC(c2ccc(OC)cc2)=NO1 (stereo unspecified)	11	4%	3%	10%	-10%	8%
O=C(Nc1ccc(-c2nc3ncccc3o2)cc1)c1ccc(Br)o1	-3	?	-13%	-7%	-29%	2%
COc1ccc2cc(-c3[nH]ncc3CN3CCCCO3)ccc2c1	-5	-24%	-11%	9%	32%	-10%
CCn1c(SCC(=O)NCc2ccco2)nnc1-c1ccc(N)cc1	-17	1%	-10%	2%	-12%	0%
CCC(C(=O)Nc1ccc(C(=O)N2CCCC2)cc1)c1ccccc1 (stereo unspecified)	8	3%	-7%	-1%	29%	4%
CCN(CC)S(=O)(=O)c1ccc(NC(=O)COC(=O)CN2C(=O)c3ccccc3C2=O)cc1	26	-14%	88%[activator]	-4%	-20%	2%
COc1ccc(S(=O)(=O)NC2(C(F)(F)F)NC(=O)N(CCc3ccccc3)C2=O)cc1 (stereo unspecified)	-20&24	-1%&-4%	-2%	3%&2%	-29%	.
O=[N+]([O-])c1ccc(-n2cc(-c3ccccc3)nn2)cc1	-13	-19%	-2%	-17%	-17%	14%
O=C(CSc1nc2ccccc2[nH]1)NCC1CCCO1 (stereo unspecified)	-3	-13%	-6%	-11%	-12%	5%
CCOc1ccccc1N1CCN(C(=O)c2ccncc2)CC1	5	0%	1%	?	0%	-1%
Cc1ccccc1NC(=O)/C(=C/c1ccco1)c1ccccc1	-104*	?	-6%	-9%	-28%	-8%
CCCc1nn2c(=O)c(C(c3cccc(Cl)c3)c3c(O)nc4sc(CCC)nn4c3=O)c(O)nc2s1	-2	-26%	43%[activator]	-15%	-41%	17%
Cc1cc(C)c(NC(=O)COC(=O)COc2ccc3c(C)cc(=O)oc3c2)c(Cl)c1	2	8%	-1%	-10%	2%	.
Nc1c(C(=O)OCC(=O)Nc2ccccc2Br)[nH]c(=O)[nH]c1=O	11	.	14%	.	-21%	.

Remaining list, next part.
SMILES	HCMV antiviral	Sm TGR inh	AMA1-RON2 inh	AmpC detergent	AmpC no deterg	FBPA Giardia inh
Cc1cc2c(cc1S(=O)(=O)N1CCc3ccccc31)NC(=O)CO2	?	11%	-24%	0%	-30%	-9%
CCCCn1c(O)c(C(C)=Nc2cccc(C(=O)O)c2)c(=O)[nH]c1=O	27	-3%	-10%	4%	-12%	7%
COc1ccc(-n2nc(C(=O)NCc3ccco3)c3c4ccccc4n(C)c3c2=O)cc1Cl	1	-3%	7%	0%	-24%	1%
CC(NC(=O)c1ccc2c(c1)OCCO2)c1ccc(S(N)(=O)=O)cc1 (stereo unspecified)	-20	-1%	0%	-3%	-32%	0%
Cc1c(Cl)cccc1NC(=O)CNC(=O)C1CC(=O)N(CCc2ccccc2)C1 (stereo unspecified)	-17	-10%	0%[11.6 µM]	?	46%	.
O=C1CN(C(=O)COC(=O)C2CC(=O)N(Cc3ccco3)C2)c2ccccc2N1 (stereo unspecified)	-9	40µM*	-8%	-13%	-14%	10%
O=S(=O)(c1ccc(F)cc1)N1CCN(c2ncnc3c2cnn3-c2ccccc2)CC1	-16	6%	-12%	?	-17%	-3%
Cc1ccc(Cn2c(NCCc3ccccc3)nc3c2c(=O)n(C)c(=O)n3C)cc1	-69*	-1%	-2%	-6%	-6%	-20%
CCOc1ccc(NC(=O)Cn2c(=O)cc(C)c3c(C)nn(-c4ccc(CC)cc4)c32)cc1	27	4%	.	22%	.	.
NS(=O)(=O)c1ccc(NC(=O)COc2ncnc3c2cnn3-c2ccccc2)cc1	-22	15%	17%	-6%	-45%	0%
CC(=O)c1ccc(NC(=O)CCc2nc3sc4c(c3c(=O)[nH]2)CCCC4)cc1	-5	0%	-18%	-4%	-25%	.
CCc1ccc(NC(=S)NCc2ccccc2)cc1	29	-18%	7%	3%	-31%	-1%
COc1cc2c(cc1OC)C(COc1ccccc1OC)N(C(=O)C(C)(C)C)CC2 (stereo unspecified)	8	-12%	0%	-9%	36%	-1%

A second format for some results above:
Values run as follows: HCMV antiviral, Sm TGR inh, AMA1-RON2 inh, AmpC detergent, AmpC no deterg, FBPA Giardia inh
CC(NC(=O)c1ccc2c(c1)OCCO2)c1ccc(S(N)(=O)=O)cc1 (stereo unspecified)
 : -20, -1%, 0%, -3%, -32%, 0%
Cc1c(Cl)cccc1NC(=O)CNC(=O)C1CC(=O)N(CCc2ccccc2)C1 (stereo unspecified)
 : -17, -10%, 0%[11.6 µM], ?, 46%, .
O=C1CN(C(=O)COC(=O)C2CC(=O)N(Cc3ccco3)C2)c2ccccc2N1 (stereo unspecified)
 : -9, 40µM*, -8%, -13%, -14%, 10%
O=S(=O)(c1ccc(F)cc1)N1CCN(c2ncnc3c2cnn3-c2ccccc2)CC1
 : -16, 6%, -12%, ?, -17%, -3%
Cc1ccc(Cn2c(NCCc3ccccc3)nc3c2c(=O)n(C)c(=O)n3C)cc1
 : -69*, -1%, -2%, -6%, -6%, -20%
